Screens as filed in PubChem BioAssay.
ATG4B inh: blocks human ATG4B protease cleavage of LC3 substrate; Q9Y4P1; ATG4B cleavage of LC3-PLA2, NBD-HPC fluorescence, 1 h; inhibition, % at 8.33 µM; 340,000 tested, 0.51% active; AID 504462; in the data active = inhibition above about 40%
PfGluPho inh: PfG6PD (Plasmodium falciparum) enzyme inhibition; inhibition, % at 20 µM; PfGluPho enzyme, NADPH resazurin-diaphorase fluorescence; 350,000 tested, 0.78% active; AID 504690;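 active = inhibition reaching at least a set limit at 20 µM in the primary screen, cut at about 59% in these data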;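 also: 0% = DMSO wells with substrate and 100% = DMSO wells lacking glucose-6-phosphate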
NR3A LBD binder: modulators (binders) of human NR3A ligand-binding domain | NR3A LBD differential scanning fluorimetry, Tm shift; 0% = protein alone, 100% = glycine-bound protein | Tm shift relative to glycine control, % at 25 µM | 340,000 tested, 2.5% active | AID 1259313;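 active = melting temperature shift of at least 10% of the positive control shift, at one fixed dose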
SENP6 block: SENP6 protease inhibition. Recombinant SENP6 catalytic domain, aminoluciferin luminescence. inhibition, % at 10 µM. 330,000 tested, 1.8% active. Q9GZR1;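 active = inhibition above about 50% at the single tested dose, limit read from the data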;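 also: plate controls were DMSO wells with enzyme for no effect and DMSO wells lacking enzyme for full effect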
hIAP activ: human IAP activation; activation factor at 10 µM; purified human IAP, CDP-Star luminescence, 30 min; stronger effect = higher value; 1 = vehicle-only enzyme, 0 = enzyme-free background; 330,000 tested, 0.16% active;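 active = activation factor of the enzyme at least 2-fold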; also: the source names both 10 and 20 µM as test concentration; values of inactives mirror those of a sister screen read the other way
Target sequence (P09923 whole entry, looked up): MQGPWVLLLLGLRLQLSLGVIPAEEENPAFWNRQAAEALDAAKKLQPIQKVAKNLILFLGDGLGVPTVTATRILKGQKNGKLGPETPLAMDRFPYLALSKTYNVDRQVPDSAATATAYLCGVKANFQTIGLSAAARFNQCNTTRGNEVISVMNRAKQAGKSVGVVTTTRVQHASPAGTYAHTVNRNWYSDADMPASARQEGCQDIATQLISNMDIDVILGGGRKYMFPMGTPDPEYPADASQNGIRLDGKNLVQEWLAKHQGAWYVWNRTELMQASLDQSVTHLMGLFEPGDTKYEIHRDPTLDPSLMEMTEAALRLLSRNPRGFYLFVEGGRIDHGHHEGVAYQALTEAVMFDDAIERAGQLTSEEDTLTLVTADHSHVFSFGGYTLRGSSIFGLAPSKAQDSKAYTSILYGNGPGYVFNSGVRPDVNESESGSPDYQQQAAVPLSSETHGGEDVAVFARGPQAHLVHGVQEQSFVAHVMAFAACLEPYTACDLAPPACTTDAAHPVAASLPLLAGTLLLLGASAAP
MPTP inh: permeability transition pore inhibition | isolated mouse mitochondria, Ca2+ swelling absorbance, 30 min | inhibition, % at 10 µM | 360,000 tested, 1.4% active;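 active = inhibition of 50% or more, scaled per plate between neutral and stimulator controls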;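 also: 0% = DMSO wells given calcium and 100% = 1 mM EGTA wells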
SENP8 block: inhibitors of human SENP8 protease. Q96LD8. recombinant SENP8, Nedd8 substrate fluorescence. inhibition, % at 20 µM. 360,000 tested, 0.64% active; in the data active = inhibition mostly above about 40%, no sharp cut-off; inactive = mostly below about 27%
Target sequence (Q96LD8 whole entry, looked up): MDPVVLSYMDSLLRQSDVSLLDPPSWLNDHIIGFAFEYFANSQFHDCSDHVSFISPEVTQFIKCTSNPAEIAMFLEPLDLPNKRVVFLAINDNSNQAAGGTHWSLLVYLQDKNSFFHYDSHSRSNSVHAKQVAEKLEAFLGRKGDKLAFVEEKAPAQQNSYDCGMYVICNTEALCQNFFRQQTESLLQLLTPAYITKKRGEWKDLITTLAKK
SENP1 FRET inh: SENP1 (human) catalytic domain inhibition. recombinant SENP1 catalytic domain, CyPet-SUMO1-YPet FRET cleavage. Q9P0U3. AID 624204. 360,000 tested, 0.21% active. inhibition, % at 10 µM;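 active = inhibition at least 30% at 10 µM, raw YFP signal under a set limit, fluorescence ratio 0.5 to 1.5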;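 also: 0% = enzyme with DMSO and 100% = no enzyme wells; some results filed as inactive read as strong as hits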
Target sequence (Q9P0U3 419-644 limits assumed): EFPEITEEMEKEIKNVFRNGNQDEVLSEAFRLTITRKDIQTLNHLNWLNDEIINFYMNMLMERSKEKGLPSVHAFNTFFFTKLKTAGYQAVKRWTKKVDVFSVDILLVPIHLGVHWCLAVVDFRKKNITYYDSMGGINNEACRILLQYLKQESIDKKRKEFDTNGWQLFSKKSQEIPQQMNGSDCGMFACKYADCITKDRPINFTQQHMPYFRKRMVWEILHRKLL
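Assay system – human recombinant His6-tagged SENP1 catalytic domain enzyme · Input – SENP1 enzyme, 20 pM final · Buffer or medium – Tris pH 8 buffer plus EDTA, NaCl, BME, BSA, NP40, catalase · Schedule – 50 min reaction at room temperature · Technique – FRET read of cyan and yellow fluorescence · Control set – no-enzyme wells low, DMSO-plus-enzyme wells high control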
* = called active by the depositor; · = no result given. Compounds as they come, and some 6.7% of all compounds hit somewhere here.

SMILES	ATG4B inh	PfGluPho inh	NR3A LBD binder	SENP6 block	hIAP activ	MPTP inh	SENP8 block	SENP1 FRET inh
CN(C)CCN(C(=O)C1CCN(S(=O)(=O)c2cccs2)CC1)c1nc2ccccc2s1	-16.1	-0.9	1.2	-8.2	0.839	1.5	7.3	-5.1
CC(=O)n1cc([C@H]2C=C(C(=O)N3CCN(Cc4ccc5c(c4)OCO5)CC3)O[C@@H](OCc3ccc(CO)cc3)C2)c2ccccc21	-14.1	6.0	1.3	1.0	0.967	-3.9	-10.5	0.1
CC(=O)c1c(C)[nH]c(C(=O)OC2CCOC2=O)c1C (configuration not stated)	-5.0	-10.8	0.3	4.7	1.07	1.7	8.7	-1.5
CCCN(C1CCS(=O)(=O)C1)S(=O)(=O)c1ccc2ccccc2c1 (configuration not stated)	-9.7	9.3	2.6	-12.5	1.07	-1.5	3.4	-0.4
COc1ccc(C(CNC(=O)C2CC(=O)N(Cc3ccccc3)C2)N2CCOCC2)cc1 (configuration not stated)	5.8	-18.4	0.6	-6.9	0.966	-0.7	18.0	-1.3
O=C(CC(Cc1ccccc1)C(=O)O)Nc1ccccc1 (configuration not stated)	-0.5	3.2	-0.2	12.8	0.917	0.1	26.1	-3.8
S=C(NCCN1CCOCC1)Nc1ccc(Nc2ccccc2)cc1	-1.9	3.0	0.0	7.0	1.08	-1.6	6.2	1.6
O=C(COC(=O)c1ccc(O)cc1O)NNC(=O)c1cccs1	-2.9	10.8	0.5	13.3	1.03	1.0	3.7	-0.2
COCCNC(=O)CN1C(=O)COc2ccc(S(=O)(=O)N3CCCCCC3)cc21	-3.4	0.2	-0.1	-5.9	1.33	1.1	3.6	1.3
CC(=O)Nc1ccc(Cl)cc1C(=O)c1ccc[nH]1	·	-7.7	·	·	·	-0.8	22.5	2.2

Rewritten in CSV form: entries from further up.
structure,ATG4B inh,PfGluPho inh,NR3A LBD binder,SENP6 block,hIAP activ,MPTP inh,SENP8 block,SENP1 FRET inh
O=C(COC(=O)c1ccc(O)cc1O)NNC(=O)c1cccs1,-2.9,10.8,0.5,13.3,1.03,1.0,3.7,-0.2
COCCNC(=O)CN1C(=O)COc2ccc(S(=O)(=O)N3CCCCCC3)cc21,-3.4,0.2,-0.1,-5.9,1.33,1.1,3.6,1.3

Carrying on:
SMILES	ATG4B inh	PfGluPho inh	NR3A LBD binder	SENP6 block	hIAP activ	MPTP inh	SENP8 block	SENP1 FRET inh
CCOc1ccc(N2CC(C(=O)NCc3ccc4c(c3)OCO4)CC2=O)cc1 (configuration not stated)	0.7	6.8	1.0	10.3	0.975	0.0	7.0	-1.6
CCOc1ccc(C(=O)N[C@H](C(=O)NC2CCCCC2)C(C)C)cc1	·	-2.5	·	·	·	0.5	17.6	0.8
CCOc1ccccc1C(=O)N[C@H](C(=O)OCc1cc([N+](=O)[O-])cc2c1OCOC2)C(C)C	21.9	2.9	-2.9	4.9	0.818	2.2	18.1	0.6
CCOC(=O)N1CCc2c(sc3c2c(=O)n(Cc2ccccc2)c(=O)n3Cc2cccc(C)c2)C1	-4.6	23.1	1.6	7.6	0.943	2.2	-13.1	-0.1
O=S1(=O)NC(=NC2CCCCCC2)c2ccccc21	-7.7	1.2	-13.8	0.4	0.731	-2.3	14.3	1.4
O=C(CCCSc1nc2sc3c(c2c(=O)[nH]1)CCC3)NCCO	-2.8	10.6	4.1	-23.2	0.988	-1.6	-139.2	2.4
CC(C)CN(CC(C)C)S(=O)(=O)N1CCC(C(=O)NCc2cccnc2)CC1	-2.0	-4.0	-0.8	-9.6	0.989	0.6	12.6	-0.4
COc1ccccc1NC(=S)N/N=C/c1ccc(O)cc1	-18.8	-4.4	-1.0	13.0	0.786	-0.2	-38.3	-0.6
COc1ccc2c(c1OC)C(=O)N(c1cccc(C)c1)C2=O	-3.9	-13.2	6.6	-0.2	1.26	5.1	13.9	-2.4
COc1ccc(CC(=O)Nc2ccc(C(=O)NC(C)(C)C)cc2)cc1OC	-13.6	-1.6	-0.7	8.4	0.968	-0.5	12.2	2.5
Cc1ccsc1C(=O)Nc1ccccc1N1CCCC1	8.3	-4.9	1.4	-12.4	1.24	0.6	2.6	-8.3
COc1ccc(OC)c(-c2nnc(SCC(=O)NC3CCCCC3)o2)c1	4.1	-8.8	4.7	-3.8	1.06	-2.0	-270.7	1.4
CC(Oc1ccccc1)C(=O)N=C1SC2CS(=O)(=O)CC2N1c1ccc(F)cc1 (configuration not stated)	6.2	-3.9	-1.3	-5.0	1.05	-0.4	6.8	1.9
Cc1cccc(C)c1NC(=O)C(C)NCc1cccs1 (configuration not stated)	·	-5.9	·	·	·	0.3	17.8	2.0
CC(CC1C(C#N)=C(N)SC(N)=C1C#N)c1ccccc1 (configuration not stated)	8.9	7.5	-1.1	-13.1	1.05	47.3	-128.7	-44.5
CSc1ccc(S(=O)(=O)N2CCN(Cc3ccc4c(c3)OCO4)CC2)cc1	-5.8	30.4	0.9	-0.1	0.96	-0.6	7.0	3.5
Cc1ccc(-n2[nH]c(C)c(CCC#N)c2=O)cc1	6.1	-8.0	-1.5	-3.3	1.01	-2.5	12.4	-1.7
CC(=O)NCCSCCNC(C)=O	-4.3	-18.6	-0.4	-16.7	1.05	-2.9	24.9	1.6
CN(Cc1cn(C)nc1-c1ccc(Oc2ccccc2)cc1)Cc1cnc2ccccn12	4.1	31.5	-4.8	20.4	1.15	68.8*	-20.9	3.9
CNC(=S)N1N=C(c2cccs2)CC1c1ccc(OC)cc1 (configuration not stated)	1.0	0.9	3.9	-1.6	1.06	-0.1	-198.6	-2.0
Cc1nc(NC(=O)c2ccc3c(c2)OCCO3)ccc1Br	6.7	7.3	11.1*	70.9*	1.05	0.5	15.4	-0.7
O=C1CN(C(=O)CSc2nc3ccccc3c(=O)n2CCCN2CCOCC2)c2ccccc2N1	-11.7	-6.3	-4.6	-5.6	0.814	2.1	23.6	1.3
Cc1nnc(SCc2cc(=O)[nH]c(Nc3nc(C)c4cc(C)c(C)cc4n3)n2)s1	-1.4	6.6	-0.1	-15.5	1.26	1.3	10.5	-0.3
COc1cc(SC)ccc1C(=O)N1CCN(c2ccccc2OC)CC1	-5.8	-1.4	-4.5	-8.6	1.08	-1.1	-1.1	2.5
O=C(NCc1ccccc1F)c1cccc(S(=O)(=O)N2CCCCC2)c1	7.3	-8.3	-1.0	-2.3	0.935	0.4	21.7	-0.4
CCOc1ccc(N=Cc2c(C)[nH]n(-c3nc4ccccc4[nH]3)c2=O)cc1	-12.1	-0.9	-4.3	93.7*	1.7	0.7	15.7	-1.5
COc1ccc(C2C(C(=O)N3CCCC3)c3cc(OC)c(OC)cc3C(=O)N2C)cc1OC (configuration not stated)	-7.4	7.8	6.5	5.3	0.92	-1.1	20.9	1.5
COc1ccc(OCCC(=O)OCC(=O)Nc2cccc(S(=O)(=O)N3CCCCC3)c2)cc1	-12.3	13.0	1.8	-4.5	0.935	0.0	12.2	3.9
COc1ccccc1/C=C/C(=O)NCC(=O)N/N=C/c1ccccc1[N+](=O)[O-]	-8.1	-3.8	-2.5	6.9	0.979	0.9	7.5	-0.4
COc1ccc(/C=N/NC(=O)c2c(C)nc3ccc(Cl)cn23)cc1OC	-1.5	4.1	1.1	5.4	1.1	1.8	-114.1	0.9

Filtered by structure, the compounds so far containing a cyano group (2)
SMILES	ATG4B inh	PfGluPho inh	NR3A LBD binder	SENP6 block	hIAP activ	MPTP inh	SENP8 block	SENP1 FRET inh
CC(CC1C(C#N)=C(N)SC(N)=C1C#N)c1ccccc1 (configuration not stated)	8.9	7.5	-1.1	-13.1	1.05	47.3	-128.7	-44.5
Cc1ccc(-n2[nH]c(C)c(CCC#N)c2=O)cc1	6.1	-8.0	-1.5	-3.3	1.01	-2.5	12.4	-1.7

(more compounds)
SMILES	ATG4B inh	PfGluPho inh	NR3A LBD binder	SENP6 block	hIAP activ	MPTP inh	SENP8 block	SENP1 FRET inh
CCOC(=O)c1c(NC(=O)CN2CCCCC2)sc2c1CCC(C=O)=C2Cl	12.7	-0.1	-2.5	-1.9	0.918	0.0	-38.0	-35.0
CC(=O)N1c2ccc(S(=O)(=O)N3CCC(C(=O)NCc4ccc(C)cc4)CC3)cc2CC1C (configuration not stated)	6.6	-9.7	-1.6	-1.0	1.14	-0.7	16.2	2.5
O=C(Nc1cccc(Cl)c1Cl)C1CCCO1 (configuration not stated)	11.5	-5.7	-3.7	10.5	1.11	-0.2	15.7	-1.7
NN=C(c1ccccc1)c1ccccc1	18.9	14.1	-1.0	-9.0	1.02	0.0	22.7	2.9
COC(=O)C1CCN(C(=O)c2cc3c(=O)n4cccc(C)c4nc3n2Cc2ccccc2)CC1	8.3	-6.0	2.4	2.7	0.999	5.5	-423.1	-87.9
CCn1ncc(C(=O)Nc2ccc(F)cc2)c1C	2.3	18.1	-1.2	-4.5	1.02	1.6	14.8	1.7
COc1ccc(CN(C)C2c3ccccc3-c3ccccc32)cc1	0.6	5.3	1.3	-19.3	1.09	1.1	12.2	1.3
C[C@@H]1CN([C@@H](C)CO)C(=O)CCCn2nncc2CO[C@H]1CN(C)S(=O)(=O)c1cccs1	·	2.3	·	·	·	0.2	10.1	-2.0
O=C(Nc1cccc(NC(=O)c2cccs2)c1)c1ccc(Br)cc1	7.8	-0.4	12.9*	-13.6	0.939	0.2	-3.1	0.3
CCOC(=O)Cc1nn(Cc2nc(-c3ccc(C)cc3)cs2)c(=O)c2ccccc12	5.0	6.8	-0.7	-12.7	1.1	5.4	28.7	1.9
COc1ccc(-n2cnc3cc(C(=O)NC4CCCC4)ccc32)cc1	2.1	11.8	2.0	-3.4	0.871	-1.0	13.5	-1.5
Cc1ccccc1NC(=O)CN1C(=O)c2ccccc2C1=O	8.2	-11.5	3.2	0.6	1.1	-0.5	9.0	0.4
CN(C)CCNc1nc2c(c(=O)[nH]c(=O)n2C)n1CCCc1ccccc1	-7.2	6.2	-1.2	-5.2	0.983	1.4	18.6	1.1
O=P(/C(=N/O)Sc1ccccc1)(N1CCOCC1)N1CCOCC1	-1.9	-13.8	-1.7	-2.1	0.96	-0.7	13.7	1.2
O=C(O)C1CC(=O)N(c2ccc(OCc3ccc(Cl)cc3Cl)cc2)C1 (configuration not stated)	4.4	-30.3	-1.2	1.2	0.913	0.2	19.1	2.1
O=[N+]([O-])c1ccc(Cl)c(CN2CCSCC2)c1	19.6	3.7	-0.5	-10.1	0.989	0.2	9.6	0.5
Cc1ccc(-n2nnnc2SC(C)C(=O)Nc2ccccc2-c2ccccc2)cc1 (configuration not stated)	14.9	7.6	-1.8	-8.9	1.19	5.8	5.9	-1.8
c1cncc(Nc2nc(-c3cccs3)cs2)c1	-12.3	53.3	-11.2	21.4	0.909	-0.2	10.9	-6.2
Cn1nnnc1SCC(=O)Nc1ccccc1Br	-6.3	0.9	-0.3	-10.9	0.906	3.3	4.0	-0.4
CC(=O)Nc1ccc(SCCN2CC[C@@H](O)CCC2=O)cc1	3.8	-2.8	3.4	-3.8	1.02	-1.3	15.7	-2.7
O=S(=O)(Nc1cccc(-c2ccc(N3CCCCCC3)nn2)c1)c1cccc(F)c1	3.4	-13.0	8.2	26.2	1.06	0.9	-14.1	-1.0
CC(C)N(Cc1cn[nH]c1-c1ccc(-c2ccccc2)cc1)Cc1nccn1C	-8.4	14.1	-2.3	4.7	1.5	5.8	11.3	-0.2
COCCCNC(=S)Nc1ccc(C)cc1	1.1	-2.6	-1.4	-14.1	1.05	1.3	-2.4	0.2
c1ccc(CCc2nn3c(C4COc5ccccc5O4)nnc3s2)cc1 (configuration not stated)	-3.6	48.9	2.1	8.0	0.989	-0.9	12.0	1.1
COCc1cc(=O)n2[nH]c(SCc3ccccc3)nc2n1	4.3	-10.1	4.0	-12.4	1.08	1.2	14.5	1.0
C=CCn1c(SCC(=O)Nc2cccc(C)c2)nnc1-c1cnccn1	-3.5	55.4	-0.5	-16.8	0.887	1.4	1.9	0.8
CCOc1cc([C@H]2[C@@H]3CCCC[C@]3(O)CCN2CC(=O)NCc2ccco2)ccc1O	-3.9	14.8	-0.5	3.8	0.997	0.5	9.2	0.9
NC(=S)N=Nc1c(O)n(CCCl)c2ccc(Br)cc12	-0.5	-13.0	-6.7	-25.9	0.919	3.9	49.6*	3.6
